A3A deaminase – APOBEC3A ssDNA deaminase inhibitors, primary screen, selectivity assay for APOBEC3G inhibitor project, biochemical, FAM/TAMRA oligo cleavage fluorescence. recombinant A3A, FAM/TAMRA ssDNA deamination fluorescence. inhibition, % at 20 µM. 330,000 tested, 0.41% active. AID 493011, 2011;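 active means at least 40% inhibition at 20 µM here, with at most 30% in a related deaminase screen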;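 further: plate controls were A3A with DMSO for no effect and wells lacking A3A enzyme for full effect; some results filed as inactive read as strong as hits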
Target sequence (P31941 whole entry, looked up): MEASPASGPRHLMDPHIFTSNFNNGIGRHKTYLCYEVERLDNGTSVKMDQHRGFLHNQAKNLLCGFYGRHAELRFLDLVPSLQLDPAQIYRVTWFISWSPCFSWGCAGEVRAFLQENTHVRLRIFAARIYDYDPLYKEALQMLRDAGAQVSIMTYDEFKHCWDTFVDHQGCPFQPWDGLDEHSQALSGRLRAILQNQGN
hIAP inh – human IAP inhibitors, primary screen, biochemical, luminescence, uHTS; purified IAP, CDP-Star luminescence, 30 min; inhibition, % at 10 µM; 330,000 tested, 0.12% active; AID 2544, 2010;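 active means inhibition reaching a set limit with compound at 10 µM in the primary screen, cut at about 35% in these data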;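 further: plate controls were DMSO wells with enzyme for no effect and no-enzyme buffer wells for full effect; values of inactives mirror those of a sister screen read the other way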
Target sequence (P09923 whole entry, looked up): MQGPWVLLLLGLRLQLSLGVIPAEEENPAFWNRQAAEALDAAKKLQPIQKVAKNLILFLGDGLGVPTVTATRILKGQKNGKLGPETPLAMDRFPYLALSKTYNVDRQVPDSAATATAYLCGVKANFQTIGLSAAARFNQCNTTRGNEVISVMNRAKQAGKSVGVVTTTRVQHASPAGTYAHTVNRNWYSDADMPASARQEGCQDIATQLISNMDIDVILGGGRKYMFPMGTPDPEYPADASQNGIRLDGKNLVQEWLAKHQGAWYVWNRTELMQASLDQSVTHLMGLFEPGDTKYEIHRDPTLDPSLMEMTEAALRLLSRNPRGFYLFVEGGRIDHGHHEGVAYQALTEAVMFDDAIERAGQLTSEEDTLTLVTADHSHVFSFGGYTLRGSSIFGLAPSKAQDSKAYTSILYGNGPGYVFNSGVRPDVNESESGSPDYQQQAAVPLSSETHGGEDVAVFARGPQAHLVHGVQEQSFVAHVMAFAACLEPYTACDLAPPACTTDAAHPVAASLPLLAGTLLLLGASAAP
mIAP act – activators of mouse IAP, primary screen, biochemical, luminescence, uHTS | intestinal alkaline phosphatase [Mus musculus] | muIAP, CDP-Star luminescence, 30 min; stronger effect = higher value; 1 = vehicle-only enzyme signal, 0 = enzyme-free wells | activation factor at 10 µM | 330,000 tested, 0.24% active | AID 2805, 2010;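 active means activation factor of at least 2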; further: the source names both 10 and 20 µM as test concentration; values of inactives mirror those of a sister screen read the other way
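System: Mouse IAP enzyme | Also added: CDP-Star substrate | Dosing: Compounds dispensed in DMSO | Schedule: 30 min enzyme-substrate-compound incubation at room temperature | Technique: Chemiluminescence readout | Control set: DMSO-only wells and no-enzyme negative control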
PfGluPho inh – PfG6PD enzyme inhibitors, primary screen, biochemical, fluorescence intensity, uHTS; glucose-6-phosphate dehydrogenase-6-phosphogluconolactonase (Plasmodium falciparum 3D7); PfGluPho enzyme, NADPH resazurin-diaphorase fluorescence; inhibition, % at 20 µM; 350,000 tested, 0.78% active;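 active means inhibition reaching at least a set limit at 20 µM in the primary screen, cut at about 59% in these data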;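 further: 0% = DMSO wells with substrate and 100% = DMSO wells lacking glucose-6-phosphate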
HKDC1 inhibitor – HKDC1 hexokinase inhibitors, primary screen, biochemical, fluorescence, uHTS; Q2TB90; inhibition, % at 20 µM; recombinant HKDC1, G6PDH/diaphorase resazurin coupled fluorescence; 340,000 tested, 0.16% active; AID 493160, 2011;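 active means inhibition above about 35% when tested at 20 µM, limit read from the data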;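 further: plate controls were DMSO wells with enzyme for no effect and DMSO wells lacking enzyme for full effect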
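Incubation: 90 min at room temperature in dark / Material: recombinant HKDC1 (HK5) hexokinase enzyme, produced in-house / Quantity: enzyme 5 µg/mL final / Compound: one dose of 20 µM, 1% DMSO / Reagent: glucose and ATP substrates / Buffer or medium: Tris pH 8.0 buffer with MgCl2, Tween-20, BSA, BME / Technique: resorufin fluorescence at 613 nm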
ATG4B inh – ATG4B protease inhibitors, primary screen, biochemical, fluorescence, uHTS; Cysteine protease ATG4B (Homo sapiens), Q9Y4P1; ATG4B cleavage of LC3-PLA2, NBD-HPC fluorescence, 1 h; inhibition, % at 8.33 µM; 340,000 tested, 0.51% active; AID 504462, 2011; in the data active means inhibition above about 40%
hIAP activ – human IAP activators, primary screen, biochemical, luminescence, uHTS | Intestinal-type alkaline phosphatase (Homo sapiens), P09923 | purified human IAP, CDP-Star luminescence, 30 min; stronger effect = higher value; 1 = vehicle-only enzyme, 0 = enzyme-free background | activation factor at 10 µM | 330,000 tested, 0.16% active | AID 2524, 2010;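 active means activation factor of the enzyme at least 2-fold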; further: the source names both 10 and 20 µM as test concentration; values of inactives mirror those of a sister screen read the other way
mIAP inh – inhibitors of mouse IAP, primary screen, biochemical, luminescence, uHTS | purified mouse IAP, CDP-Star luminescence, 30 min | intestinal alkaline phosphatase [Mus musculus] | inhibition, % at 10 µM | 330,000 tested, 0.2% active;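 active means inhibition of at least 40% at 10 µM in the primary screen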;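 further: plate controls were DMSO with enzyme for no effect and no enzyme wells for full effect; values of inactives mirror those of a sister screen read the other way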
* hit, by the source's call; x = not tested or not shown.

Start of the listing, in advance (6 entries):
SMILES | A3A deaminase | hIAP inh | mIAP act | PfGluPho inh | HKDC1 inhibitor | ATG4B inh | hIAP activ | mIAP inh
O=C(Nc1ccc(S(=O)(=O)N2CCOCC2)cc1)c1ccccc1F | -4 | 12 | 1 | 9 | -6 | -5 | 0.88 | -2
Cc1ccc2c(c1)C1CN(C)CCC1N2S(=O)(=O)c1cc(C(F)(F)F)ccc1Cl (stereo not given) | 1 | 19 | 0.93 | -1 | -3 | -9 | 0.81 | 8
CCCCCOC(=O)C1C2C=CC3(CN(c4ccccc4C)C(=O)C13)O2 (stereo not given) | 1 | 16 | 1 | -3 | 2 | -8 | 0.84 | -2
CC(Sc1nnc(N)s1)C(=O)Nc1ccc2c(c1)OCCO2 (stereo not given) | -5 | 12 | 0.92 | -2 | -5 | 6 | 0.88 | 8
COc1ccc(CN(C)C(C)C(=O)Nc2ccc(S(=O)(=O)N3CCOCC3)cc2)c(OC)c1 (stereo not given) | -5 | -14 | 1.1 | -13 | 3 | -5 | 1.1 | -8
COc1cc(CNCCNC(=O)c2cccs2)cc(OC)c1OC | -2 | 14 | 1 | -5 | -10 | -10 | 0.86 | -2

The list itself, from the start:
SMILES | A3A deaminase | hIAP inh | mIAP act | PfGluPho inh | HKDC1 inhibitor | ATG4B inh | hIAP activ | mIAP inh
O=C(Nc1ccc(S(=O)(=O)N2CCOCC2)cc1)c1ccccc1F | -4 | 12 | 1 | 9 | -6 | -5 | 0.88 | -2
Cc1ccc2c(c1)C1CN(C)CCC1N2S(=O)(=O)c1cc(C(F)(F)F)ccc1Cl (stereo not given) | 1 | 19 | 0.93 | -1 | -3 | -9 | 0.81 | 8
CCCCCOC(=O)C1C2C=CC3(CN(c4ccccc4C)C(=O)C13)O2 (stereo not given) | 1 | 16 | 1 | -3 | 2 | -8 | 0.84 | -2
CC(Sc1nnc(N)s1)C(=O)Nc1ccc2c(c1)OCCO2 (stereo not given) | -5 | 12 | 0.92 | -2 | -5 | 6 | 0.88 | 8
COc1ccc(CN(C)C(C)C(=O)Nc2ccc(S(=O)(=O)N3CCOCC3)cc2)c(OC)c1 (stereo not given) | -5 | -14 | 1.1 | -13 | 3 | -5 | 1.1 | -8
COc1cc(CNCCNC(=O)c2cccs2)cc(OC)c1OC | -2 | 14 | 1 | -5 | -10 | -10 | 0.86 | -2
CN(C)c1ccc(P(=O)(Nc2ccccc2)N2CCOCC2)c(NC(=O)c2cccs2)c1 (stereo not given) | -2 | 4 | 1 | 6 | -12 | 28 | 0.96 | -4
COc1ccccc1N(CCC#N)C(=O)CSc1nc(-c2ccccc2)cn1N | -3 | 3 | 0.85 | 9 | -4 | -7 | 0.97 | 15
CCCc1nc(SC)[nH]c(=O)c1C | 0 | -12 | 1.1 | 3 | -3 | 4 | 1.1 | -8
Cc1c(C(=O)/C=C/N(C)C)nnn1-c1ccc(Cl)cc1Cl | 0 | 5 | 0.94 | -4 | -1 | 8 | 0.95 | 6
CCCCC(=O)Nc1nc2ccc3nc(C)sc3c2s1 | 2 | 0 | 1 | 26 | 10 | -5 | 1 | 0
COc1ccc(/C=C(/NC(=O)c2ccco2)C(=O)Nc2ccc(C(=O)O)cc2)cc1 | -1 | -2 | 0.92 | 14 | 2 | -1 | 1 | 8
COc1ccccc1CCNC(=O)C(=O)NCC1OCCN1S(=O)(=O)c1ccc(C)cc1 (stereo not given) | -8 | -3 | 0.94 | 18 | 0 | -16 | 1 | 6
O=C(c1ccc(S(=O)(=O)N2CCCC2)cc1)N1CCCCCC1 | -2 | 11 | 0.97 | -6 | -3 | -10 | 0.89 | 2
Cc1ccc(F)cc1NC(=O)c1sc2ncn(CC(=O)N3CCN(c4ccccn4)CC3)c(=O)c2c1C | -1 | 23 | 0.93 | -3 | -6 | -5 | 0.77 | 7
CCOC(=O)C1(Cc2cccc(F)c2)CCN(Cc2cnc(C)s2)CC1 | 2 | 1 | 1 | -21 | 9 | 9 | 0.99 | -1
COc1cc(OC)cc(-c2nc(N)n[nH]2)c1 | 0 | -3 | 0.96 | -5 | -7 | 1 | 1 | 4
Cc1ccccc1CNC(=O)CCCC(=O)n1nc(C)c2ccccc21 | -2 | -28 | 0.99 | 6 | 4 | 36 | 1.3 | 1
COc1ccccc1/C=N/NC(=O)C(=O)NCc1cccnc1 | 0 | 2 | 1 | -11 | -12 | -8 | 0.98 | -2
COCCNC(=O)/C(C#N)=C/c1cc(C)n(-c2ccc(C)cc2)c1C | 1 | 14 | 0.99 | -8 | -2 | 5 | 0.86 | 1
CC(=O)NC(C)c1cc(Cl)c2ccccc2c1O (stereo not given) | -4 | 9 | 0.97 | 31 | 12 | 1 | 0.91 | 3
O=C(NC1CCCCC1)C(c1cccnc1)N(C(=O)CCl)c1cccc(Cl)c1 (stereo not given) | -3 | 8 | 1 | 3 | 19 | 0 | 0.92 | -3
CCn1c(SCC(=O)Nc2sccc2C(N)=O)nnc1C1CC1 | 2 | -6 | 0.93 | 3 | -4 | 2 | 1.1 | 7
COc1ccc(-c2cccc([C@H]3[C@@H]4C=CC[C@@H](C)[C@@H]4C(=O)N3Cc3ccccc3)c2)cc1 | 0 | x | 1 | 19 | 1 | -3 | x | -4
CC(=O)Nc1ccc(NC(=O)COC(=O)c2cnccn2)cc1 | 1 | -5 | 0.96 | -2 | -10 | -6 | 1.1 | 4
COc1ccc(C2C(C(=O)OCC(=O)N3CCCCC3)CCC(=O)N2c2ccc(OC)cc2)cc1 (stereo not given) | 8 | 15 | 0.93 | 6 | -4 | -16 | 0.85 | 7
COC(=O)c1ccc(NC(=S)Nc2ccccn2)cc1 | 3 | -13 | 1 | -1 | -9 | 2 | 1.1 | 0
COCCCNC(=O)CN(c1cccc(Cl)c1)S(C)(=O)=O | -2 | -6 | 1 | -12 | -2 | -3 | 1.1 | -1
Cc1ccc(NC(=O)c2snc3ccc(Cl)cc23)cc1C | 0 | 3 | 0.91 | 7 | 1 | -12 | 0.97 | 9
CCCCn1c(CN2CCN(CCO)CC2)nc2ccccc21 | -4 | 5 | 0.98 | -3 | -5 | -6 | 0.95 | 2
CC1(C)Cc2c(sc(/N=C/N3CCCCC3)c2C#N)C(C)(C)N1 | -3 | -1 | 0.96 | -23 | 9 | -2 | 1 | 4
CC(Cc1c[nH]c2ccccc12)C(=O)NCc1ccco1 (stereo not given) | 1 | 1 | 0.98 | -4 | -2 | -2 | 0.99 | 2
O=C(Nc1ccc(F)cc1F)c1ccccc1NC(=O)C1CC=CCC1C(=O)O (stereo not given) | 0 | 20 | 0.93 | -1 | -6 | 9 | 0.8 | 7
Cn1c(NNC(=O)/C=C/c2ccc3c(c2)OCO3)cc(=O)n(C)c1=O | 0 | -9 | 1 | -9 | 0 | 4 | 1.1 | -4
COc1c(F)c(F)c(C(=O)O)c(Nc2ccccc2)c1F | -1 | 16 | 0.93 | 2 | -5 | -6 | 0.84 | 7
COC(=O)c1ccc(C)c(NS(=O)(=O)c2cn(C)nc2C)c1 | 2 | -13 | 1 | -16 | 2 | 4 | 1.1 | 0
O=C(c1[nH]ncc1-c1ccc(Cl)cc1)C1CO1 (stereo not given) | -6 | -21 | 0.92 | 2 | 9 | 5 | 1.2 | 8
CC(=O)N(Cc1cccs1)Cc1cc2ccc(C)c(C)c2nc1Cl | -2 | 23 | 1.1 | -7 | 17 | 0 | 0.77 | -8
CC1(C)[N+]([O-])=C2C(=[N+]([O-])C1(C)C)c1ccccc1/C2=N\O | 6 | -6 | 0.98 | -1 | -6 | -8 | 1.1 | 2
O=C(O)c1ccc[n+](Cc2ccc([N+](=O)[O-])cc2)c1 | -3 | -30 | 1.1 | -3 | -4 | 1 | 1.3 | -10
O=S1(=O)N=C(N2CCN(c3ccc(F)cc3)CC2)c2ccccc21 | -3 | 16 | 0.94 | 1 | -10 | 4 | 0.84 | 6
Cc1cc(C)c(S(=O)(=O)c2ccccc2)c(OC(=O)c2ccc(Cl)cc2Cl)n1 | -1 | 11 | 1 | 2 | 8 | 30 | 0.89 | -1
Cc1nn(Cc2ccccc2)c(Cl)c1/C=C/C(=O)OCC(=O)N(C)C1CCS(=O)(=O)C1 (stereo not given) | 2 | -17 | 0.94 | -14 | -6 | -5 | 1.2 | 6
S=C1N(c2ccccc2)C(c2ccc(Br)cc2)N2CCCN12 (stereo not given) | 1 | -46 | 1.1 | 9 | 1 | 10 | 1.5 | -8
O=C(Nc1nnc(-c2ccncc2)o1)c1ccccc1 | 6 | -10 | 1 | 6 | -2 | -11 | 1.1 | -2
O=C(c1cc(-c2ccc(Cl)c(Cl)c2)on1)N1CCCCC1 | 4 | 0 | 1 | -8 | -4 | 0 | 1 | -3
N#CC1=C(N)OC2=C(C(=O)CCC2)C1c1ccsc1 (stereo not given) | 0 | 11 | 0.97 | 9 | 6 | 0 | 0.89 | 3
O=C(NC1CCCCC1)c1ccc2c(c1)S(=O)(=O)c1ccccc1C2=O | -3 | -1 | 0.96 | 17 | -7 | 1 | 1 | 4
CCCCC(=O)NCc1ccc(F)cc1 | 2 | -4 | 1 | -19 | -5 | 1 | 1 | -4
COc1ccccc1NC(=S)N1CCN(c2ccccc2F)CC1 | -5 | 4 | 0.97 | -1 | -1 | -2 | 0.96 | 2

Continued:
SMILES | A3A deaminase | hIAP inh | mIAP act | PfGluPho inh | HKDC1 inhibitor | ATG4B inh | hIAP activ | mIAP inh
O=C(NC(=S)Nc1ccc(S(=O)(=O)Nc2nccs2)cc1)c1cccnc1 | 1 | 7 | 0.99 | -8 | 3 | -12 | 0.93 | 0
Cc1c(C(=O)N2CC3(CC(c4cccc(NC(=O)[C@H]5CCC(=O)N5)c4)=NO3)C[C@@H]2C(N)=O)cc([N+](=O)[O-])cc1[N+](=O)[O-] (stereo not given in full) | -3 | -3 | 0.96 | 7 | 2 | -7 | 1 | 4
Cn1c(C(=O)NCC2CCCO2)cc2c(=O)[nH]c3ccccc3c21 (stereo not given) | 7 | -4 | 1.1 | -4 | 5 | 15 | 1 | -7
COCCN(C(=O)COC(=O)c1ccc(C)o1)c1c(N)n(Cc2ccccc2)c(=O)[nH]c1=O | 1 | -4 | 0.9 | -16 | -1 | 5 | 1 | 10
COc1ccc(CCNC(=O)Cn2nnc3ccccc3c2=O)cc1 | 0 | 2 | 1 | -3 | -10 | 10 | 0.98 | 0
CCOC(=O)N1CCN(C(=O)c2ccc3c(SCC(=O)O)c4c(nc3c2)CCCC4)CC1 | -4 | 12 | 0.97 | -5 | 4 | 2 | 0.88 | 3
COc1ccc(-c2cc(=Nc3ccc(C)cc3)c3ccccc3o2)cc1 | -5 | -4 | 0.93 | 16 | 4 | -1 | 1 | 7
O=C(CSc1ncc(-c2ccccc2)n1C1CCCC1)N1CCc2ccccc21 | 1 | -26 | 1 | 9 | -11 | 26 | 1.3 | 0
COc1ccc(C)cc1NC(=O)CN1C(=O)COc2ccc(S(=O)(=O)N3CCC(C)CC3)cc21 | 5 | -11 | 1.1 | 13 | -2 | -7 | 1.1 | -12

Screening data from PubChem.
